esBAF inh: SWI/SNF esBAF complex inhibition; mouse ES cells, Bmi1-luciferase knock-in reporter, 24 h; 100% = twice the neutral-well signal; reporter increase, % at 12.5 µM; 2% of 350,000 active; in the data active = activation above about 40%;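 note: 0% = median of the plate's neutral control wells and 100% = double that signal; a rise in the Bmi1 reporter signal indicates esBAF inhibition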
RAD52 inh: RAD52 (human) annealing inhibition; recombinant RAD52 DNA annealing, FRET fluorescence; P43351; 0.46% of 360,000 active; inhibition, % at 18.7 µM; AID 651710;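 active = every replicate showing at least 50% inhibition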
Target sequence (P43351 whole entry, looked up): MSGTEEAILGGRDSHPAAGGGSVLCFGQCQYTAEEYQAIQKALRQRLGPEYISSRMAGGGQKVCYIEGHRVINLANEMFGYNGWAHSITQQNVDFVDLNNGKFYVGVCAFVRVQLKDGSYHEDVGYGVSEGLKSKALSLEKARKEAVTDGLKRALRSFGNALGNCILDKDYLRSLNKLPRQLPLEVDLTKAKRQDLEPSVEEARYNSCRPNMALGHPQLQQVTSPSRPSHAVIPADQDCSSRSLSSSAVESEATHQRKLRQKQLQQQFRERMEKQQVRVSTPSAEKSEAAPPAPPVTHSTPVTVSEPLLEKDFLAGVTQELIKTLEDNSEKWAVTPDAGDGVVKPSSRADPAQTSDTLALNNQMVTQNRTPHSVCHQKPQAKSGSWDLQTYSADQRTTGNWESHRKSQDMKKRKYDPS
ERp5 block: inhibitors of human ERp5. 0.05% of 350,000 active. AID 651711. Q15084. ERp5 insulin aggregation, absorbance 650 nm, 90 min. inhibition, % at 9.99 µM;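 active = mean replicate inhibition above about 25%, with every replicate also reaching it, limit read from the data, passing the limit was not always enough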
RAD54 inh: blocks human RAD54 Holliday junction branch migration; Q92698; FAM/BHQ fluorescence; inhibition, % at 10.4 µM; 0.14% of 360,000 active; AID 602329;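 active = mean normalized replicate activity at least 40 and at least half of replicates scoring 40 or more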;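 note: 0% = median of neutral control wells and 100% = median of positive control wells; inhibitors cause a drop in the FAM fluorescence signal; in these data hits start at about 50%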
ARNT TACC3 PPI: disruptors of human ARNT/TACC3 interaction | AlphaScreen His-ARNT PAS-B/GST-TACC3 binding, luminescence; TACC3 fragment carries E629A point mutation | inhibition, % at 9.99 µM | 0.66% of 390,000 active | AID 623870;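 active = mean inhibition of replicates at least 50% and at least half of replicates each reaching 50%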;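 note: 0% = complete ARNT plus TACC3 wells and 100% = ARNT alone without TACC3; many hits fall short of the cut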
CASP6 VEID inh: caspase-6 (human) enzyme inhibition | AID 686996 | P55212 | inhibition, % at 12.5 µM | 0.53% of 350,000 active | purified caspase-6, Z-VEID-R110 cleavage fluorescence;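 active = mean inhibition across replicates at least about 35%, with every replicate also reaching that limit, limit read from the data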;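 note: 0% = median of neutral control wells and 100% = no fluorescence left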
Target sequence (P55212 24-179 limits assumed): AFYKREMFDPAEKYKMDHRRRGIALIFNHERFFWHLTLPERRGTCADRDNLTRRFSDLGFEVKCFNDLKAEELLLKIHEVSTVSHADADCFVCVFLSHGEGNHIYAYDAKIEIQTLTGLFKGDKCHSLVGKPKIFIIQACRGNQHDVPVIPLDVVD
Target sequence (P55212 194-293 limits assumed): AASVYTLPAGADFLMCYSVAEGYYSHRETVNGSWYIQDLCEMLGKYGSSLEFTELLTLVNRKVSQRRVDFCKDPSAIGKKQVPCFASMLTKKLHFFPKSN
PglD DTNB: inhibitors of Campylobacter jejuni PglD acetyltransferase. inhibition, % at 12.5 µM. 0.098% of 360,000 active. purified PglD enzyme, DTNB colorimetric CoA detection; in the data active = inhibition above about 16%, passing the limit was not always enough; note: strong numbers were not always called active
E-selectin induc: induces E-selectin expression in human endothelial cells; 0.37% of 260,000 active; HUVEC E-selectin immunofluorescence imaging; normalized: neutral wells 0, TNF-alpha wells 100; activation, % at 7.58 µM; P16581; AID 686992;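 active = mean E-selectin-positive cell signal at least 10% of the positive control, reached in at least 60% of replicates, without over 20% cell loss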;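 note: in these data hits start at about 27%; measured in HUVEC primary endothelial cells; signal is the percent of cells scored E-selectin positive by PE staining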
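System: HUVEC, human umbilical vein endothelial cells; quantity: 3,000 cells/well; buffer or medium: EGM-2 medium, gelatin-coated wells; dosing: single-point compound dose; detection: immunofluorescence imaging; evaluation: % PE-positive cells; benchmarks: TNF-alpha, DMSO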
* marks the source's active call; other numbers are inactive results; nt = no result given; & = joins results of further samples.

SMILES	esBAF inh	RAD52 inh	ERp5 block	RAD54 inh	ARNT TACC3 PPI	CASP6 VEID inh	PglD DTNB	E-selectin induc
CCOC(=O)CNC(=O)c1sc(NC(=O)c2ccccc2)nc1C	12	nt	nt	-9	-7	nt	3	nt
C=CCNc1nc2ccccc2nc1NS(=O)(=O)c1ccc(Cl)cc1	8	-32	-3	-3	-3	-1	3	0.1
COc1cccc(-c2nn(-c3ccc(C)cc3)cc2C(=O)NCC2CCCO2)c1 (stereo not given)	nt	2	8	-12	19	5	-4	1.5
O=C(CSc1nc(=O)n(CCCN2CCOCC2)c2c1CCCC2)Nc1ccc(F)c(F)c1	-3	0	-1	-20	0	3	-4	-0.1
CCC(NC(=O)CCc1nnc(-c2cc(C)on2)o1)C12CC3CC(CC(C3)C1)C2 (stereo not given)	8	-37	-2	-8	nt	-2	2	2.1
Cc1ccc(C(=O)NC2CCCCCCC2)cc1S(=O)(=O)N1CCOCC1	nt	-11	-3	2	-2	0	-4	0.2
CC(C)CCOCC1CC2(CC(C)(c3csc(N)n3)OC2=O)C(=O)O1 (stereo not given)	-9	nt	nt	5	-4	nt	3	nt
COc1ccc(C(C)=O)cc1COC(=O)CCNS(=O)(=O)c1ccc(C)cc1	nt	-8	7	nt	-1	0	nt	nt
CCN1C(=O)c2ccc(C(=O)O)cc2C1=O	-5	nt	nt	0	-3	nt	-3	nt
COc1ccc(N2CC(C(=O)N/N=C/c3ccc(C)cc3)CC2=O)cc1 (stereo not given)	1	-9	4	-5	nt	1	2	nt
CCn1c(=NC(=O)COc2ccccc2)sc2cccc(F)c21	7	4	-4	nt	-3	0	nt	1.7
COc1ccc(S(=O)(=O)N2CCCCC2c2cc(C(=O)NC(C)C)no2)cc1 (stereo not given)	-5	2	-4	-3	nt	-2	-2	nt
CNC(=O)CN1C(=O)NC(Cc2c[nH]c3ccccc23)C1=O (stereo not given)	nt	-4	3	-1	-2	0	1	-0.3
Cc1cccc(-c2nnn(CC/C(N)=N/O)n2)c1	12	nt	nt	-5	-3	nt	-1	nt
COc1ccc(OC)c(Nc2ncnc3ccc(Br)cc23)c1	0	-20	2	5	-1	1	4	nt
Cc1cccc(NC(=O)Cn2cnc3ccc(S(=O)(=O)N4CCC(C)CC4)cc3c2=O)n1	10	nt	nt	2	-5	nt	1	nt
c1ccc(-c2cncnc2)cc1	4	-10	15	3	20	-1	1	0.0
O=C(N1CCOCC1)N(Cc1ccco1)CC1CCCO1 (stereo not given)	-11	nt	nt	-12	-5	nt	-7	nt
CCC(=O)N1CC2(C1)CN(C(=O)c1cnccn1)[C@H](CO)c1c2c2ccc(OC)cc2n1C	nt	2	-10	nt	nt	0	nt	-0.2
Cn1c(SCC(=O)NCc2ccc3c(c2)OCO3)ncc(C(=O)Nc2ccc(F)cc2)c1=O	nt	-4	2	nt	0	-4	nt	0.0
CO[C@H]1CN(C)C(=O)c2ccc(NC(=O)c3cccc(F)c3)cc2OC[C@@H](C)N(CC2CC2)C[C@H]1C	0	10	0	8	-4	3	2	0.1
Cc1ccc(Nc2nc(-c3ccccc3)cs2)nc1	-44	-6	1	0	-6	6	-3	nt
c1ccc(Oc2cc(-n3cncn3)ncn2)cc1	nt	0	2	2	17	-4	-1	nt
NC(N)=N/N=C/c1ccc(Cl)cc1Cl	nt	-14	2	nt	4	-5	nt	0.0
CC(C)CC#Cc1ccc([C@H]2[C@H]3CN(C(=O)Cc4ccccc4)CC(=O)N3[C@H]2CO)cc1	nt	-3	-2	nt	nt	1	nt	0.7
CCc1nc2ccccc2nc1N1CCN(S(=O)(=O)c2ccc(Cl)cc2)CC1	-4	-4	-4	nt	0	-1	nt	-0.2
Cc1ncc([N+](=O)[O-])n1CCOC(=O)NC(Nc1ccc(F)cc1)C(Cl)(Cl)Cl (stereo not given)	0	-15	2	4	-10	0	0	-1.6
COc1ccc(S(=O)(=O)N(C)C[C@H]2OCCCC[C@H](C)Oc3ccc(NS(=O)(=O)c4cccs4)cc3C(=O)N([C@H](C)CO)C[C@H]2C)cc1	-4	-83	1	3	-2	-2	-2	-0.1
NC(=O)C1=C[C@H](c2ccc(Br)cc2)C[C@H](OCc2ccc(CO)cc2)O1	35	6&-14	-5&-3	3&0	-3	3&1	3&-3	-0.1
C[C@H](O)[C@@H]1C(=O)N2CCc3c([nH]c4cccc(-c5ccccc5)c34)[C@@H]2C[C@@H]1N(C)C(=O)OCc1ccccc1	nt	-9	1	nt	nt	-3	nt	-0.1
O=C(O)c1c[nH]c(=S)n1-c1ccc(F)cc1	4	nt	nt	4	-5	nt	-5	nt
C[C@@H]1CCCCO[C@H](CN(C)S(=O)(=O)c2cccs2)[C@@H](C)CN([C@H](C)CO)C(=O)c2cc(NC(=O)Nc3ccccc3)ccc2O1	-2	-1	-1	-1	0	1	-5	nt
CCCNC(=O)[C@@H]1[C@@H](CO)[C@@H]2Cn3c(ccc(-c4ccc(OC)cc4)c3=O)[C@@H]2N1CCC	-3	-6	-2	0	-8	2	0	-0.5
CC(=O)c1cc2c(cc1NC(=O)CN1Cc3ccccc3C1=O)OCO2	-4	-7	-10	2	-2	4	-1	nt
O=C(NC(=S)Nc1cccc(S(=O)(=O)NC2=NCCC2)c1)c1cc(-c2ccco2)nc2ccccc12	-5	-49	4	-9	nt	6	0	nt
COCc1cn(CC[C@H]2CC[C@@H](NC(=O)Nc3ccccc3)[C@@H](CO)O2)nn1	-2	0	-4	2	-8	-6	5	0.0
O=C(COC(=O)c1ccccc1Cl)Nc1ccc2[nH]c(=O)[nH]c2c1	nt	-3	0	-5	-2	6	0	-0.7
COc1ccc(CN(C(=O)c2snc(C(N)=O)c2N)C(C)C(=O)NCc2ccc(F)cc2)cc1 (stereo not given)	-3	-15	1	-4	1	5	5	0.1
COc1ccc(NC(=O)Cc2nnc(SCC(=O)c3ccccc3)n2C)cc1	3	0	1	8	10	1	-2	0.4
C[C@H]1CN([C@@H](C)CO)C(=O)c2cccc(NS(C)(=O)=O)c2O[C@H]1CN(C)Cc1ccc(Oc2ccccc2)cc1	1	-8	-6	-5	0	0	-2	nt
CN1c2ccc(-c3cccc(C#N)c3)cc2[C@H]2[C@H](CCN2S(=O)(=O)c2cccc(F)c2)[C@@H]1CO	1	nt	nt	-3	-10	nt	-4	-0.1
Cc1cc(C)nc(N/N=C/c2sccc2C)n1	nt	-10	0	nt	-2	5	nt	nt
NC(=O)c1ccccc1N=Cc1ccc2ccccc2c1	nt	-11	4	nt	-10	-4	nt	nt
Cc1ccccc1NC(=O)Cc1nc(COC(=O)c2nccnc2N)cs1	-3	-185	-13	11	nt	1	4	nt
O=C(Nc1ccc(S(=O)(=O)N2CCOCC2)cc1)c1ccccc1Br	3	-16	-2	-6	1	-3	0	nt
O=C(NCCCn1ccnc1)c1cn(-c2ccccc2)nc1-c1ccccc1	8	-1&10	-3&-6	-7	-19	-41&-11	4	nt
COc1ccc(-c2nn3cnnc3s2)cc1OC	-15	nt	nt	-2	0	nt	6	0.3
COC(=O)c1cc(C(=O)OC)n(Cc2ccc(C)cc2)c1C	nt	-14	0	nt	-2	2	nt	-0.3

Structural class, the entries above containing a thiophene ring, fused or not (3)
SMILES	esBAF inh	RAD52 inh	ERp5 block	RAD54 inh	ARNT TACC3 PPI	CASP6 VEID inh	PglD DTNB	E-selectin induc
COc1ccc(S(=O)(=O)N(C)C[C@H]2OCCCC[C@H](C)Oc3ccc(NS(=O)(=O)c4cccs4)cc3C(=O)N([C@H](C)CO)C[C@H]2C)cc1	-4	-83	1	3	-2	-2	-2	-0.1
C[C@@H]1CCCCO[C@H](CN(C)S(=O)(=O)c2cccs2)[C@@H](C)CN([C@H](C)CO)C(=O)c2cc(NC(=O)Nc3ccccc3)ccc2O1	-2	-1	-1	-1	0	1	-5	nt
Cc1cc(C)nc(N/N=C/c2sccc2C)n1	nt	-10	0	nt	-2	5	nt	nt

Following part
SMILES	esBAF inh	RAD52 inh	ERp5 block	RAD54 inh	ARNT TACC3 PPI	CASP6 VEID inh	PglD DTNB	E-selectin induc
C=CCOC(=O)C1=C(C)NC(SCC(=O)N(CC)CC)=C(C#N)C1c1ccco1 (stereo not given)	-4&2	-5	5	8&-9	-3&0	-3	0&1	nt
N#C/C(=C/c1ccc(OC(=O)c2ccc(Br)s2)cc1)c1nc2ccccc2[nH]1	83*	-33	-7	5	-3	-1	2	0.0
COCC#Cc1cnc2c(c1)C(=O)N([C@@H](C)CO)C[C@H](C)[C@@H](CN(C)C(=O)c1cnccn1)O2	3	-15	11	-2	1	2	0	nt
Cc1cc(C)nc(N/N=C/c2ccc3c(c2)OCCO3)n1	29	-1	3	-4	-1	3	2	nt
CCOC(=O)C(=CNc1ccc(C#N)cc1)C(=O)OCC	nt	-7	-4	nt	-9	2	nt	nt
COCC(=O)N1CC[C@@H]2[C@H]1c1cc(-c3cccc(OC)c3)ccc1N(C)[C@H]2CO	1	-6	-4	-1	-4	-1	-3	-0.3
O=C(COC(=O)Cn1cnc2ccccc21)NCCc1ccccc1	-4	nt	nt	-16	-6	nt	1	nt
CCC(=O)Nc1ccc2c(c1)nc(CN1CCCCC1)n2C	-6	0	-6	-2	-49	-3	3	0.0
C=C(C)CNC(=S)N1CCN(C(c2ccccc2)c2ccccc2)CC1	-5	-13	-1	7	-3	-2	1	nt
COc1ccc(/C=C/C(=O)NCCCN2CCOCC2)cc1	-13	-10	8	5	0	-3	2	nt
Cc1c(-c2ccccc2)oc2c(C(=O)OCC(=O)Nc3ccc(C(N)=O)cc3)cccc2c1=O	-3	-24	-2	nt	10	-1	nt	nt
CCC(Sc1nc(C)cc(C)n1)C(=O)NC1=NN=C(c2ccc(C)cc2)CS1 (stereo not given)	8	-18	-5	-12	-19	13	-5	nt
CN(C(=O)c1cc([N+](=O)[O-])ccc1NCc1cccnc1)c1ccccc1	-7	-21	3	4	0	-2	-7	nt
COc1ccccc1S(=O)(=O)N(C)C[C@H]1Oc2cc(C#CCC(C)C)ccc2S(=O)(=O)N([C@@H](C)CO)C[C@@H]1C	-4	8	-3	-11	-1	3	-3	nt
C[C@H](CO)N1C[C@H](C)[C@H](CN(C)Cc2ccc(C(=O)O)cc2)Oc2ccc(NC(=O)Nc3ccc4c(c3)OCO4)cc2CC1=O	-1	12	4	-2	-23	4	2	nt
COC(=O)Cc1c(C)nc2nc(Cc3ccccc3)[nH]n2c1=O	-7	nt	nt	2	4	nt	1	nt
COc1ccc2c3c([nH]c2c1)[C@H](CO)N(S(=O)(=O)c1ccc(C)cc1)CC31CN(Cc2ccccc2)C1	nt	-29	1	nt	nt	14	nt	0.0
Cc1ccccc1N(C(=O)CNC(=O)c1cccs1)C(C(=O)NC1CCCC1)c1ccncc1 (stereo not given)	-1	-8	4	2	-5	-2	-4	nt
COC(=O)c1ccc(CSc2nc3c(cnn3-c3ccc(F)cc3)c(=O)[nH]2)o1	16	-13	2	-6	5	5	-1	nt
CC(Oc1ccccc1Cl)C(=O)Nc1ccc(S(=O)(=O)N2CCN(C)CC2)cc1 (stereo not given)	38	-13	6	-7	2	5	-1	-0.3
CN(CCC1CCCCO1)C(=O)c1cc(COc2ccc(F)cc2F)on1 (stereo not given)	2	5	4	-2	-3	0	2	nt
Cc1noc(C)c1NC(=O)Nc1cccc2c1O[C@H](CN(C)C(=O)Nc1ccccc1)[C@@H](C)CN([C@@H](C)CO)C2=O	-4	-1	1	7	-23	-2	0	-1.9
Cc1cc(C)c(NC(=O)CN2C(=O)NC3(CCc4ccccc43)C2=O)c(Cl)c1 (stereo not given)	-11	-10	nt	-2	-1	3	5	2.1
C[C@H]1CN([C@@H](C)CO)C(=O)c2cccc(N(C)C)c2O[C@@H]1CN(C)Cc1ccc(C(=O)O)cc1	-1	-6	2	3	-4	-4	0	-13
CC(=O)N1CCCN(C(=O)c2cc(COc3c(F)cccc3F)on2)CC1	nt	-18	-2	3	5	1	4	-0.2

Screens from PubChem.
